Vc quorum ag: quorum light induction in luxS cqsA deficient V. cholerae; V. cholerae BH1578 lux reporter, luminescence, 6 h; activation, % at 18.7 µM; 350,000 tested, 0.16% active; in the data active = activation mostly above about 9.7%, no sharp cut-off; inconclusive = no clear call, values can overlap the other calls; inactive = mostly below about 3.7%; also: not every result past the cut was called active; inactives centre near 0; reference of the scale not given here
PfHsp40 yeast: compounds rescuing yeast from Plasmodium falciparum HSP40 toxicity | S. cerevisiae expressing PfHsp40, growth rescue, ATP luminescence | 340,000 tested, 0.68% active | growth rescue, % at 12.5 µM | AID 504582; in the data active = growth rescue above about 28%, passing the limit was not always enough; inconclusive = no clear call, values can overlap the other calls;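 also: yeast W303a lacking pdr1 and pdr3 grown in galactose medium; growth measured after three days at 30 °C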
FadD28 FP inh: inhibitors of Mycobacterium tuberculosis FadD28 bisubstrate binding. FadD28 bisubstrate probe binding, fluorescence polarization. inhibition, % at 12.5 µM. 360,000 tested, 0.22% active; in the data active = inhibition above about 8.5%, passing the limit was not always enough; inconclusive = no clear call, values can overlap the other calls
Yp Topo-I inh: inhibitors of Yersinia pestis topoisomerase I | 360,000 tested, 0.064% active | AID 504884 | activity, % at 10 µM | Y. pestis Topo-I cleavage product accumulation, plate reader; in the data active = activity above about 50%, passing the limit was not always enough; inconclusive = no clear call, values can overlap the other calls; also: inactives centre near 2
Mtb UGM inh: inhibitors of M. tuberculosis UDP-galactopyranose mutase. inhibition, % at 10 µM. 320,000 tested, 0.06% active. P9WIQ1. purified UGM, fluorescence polarization probe displacement. AID 504406; in the data active = inhibition above about 10%, passing the limit was not always enough; inconclusive = no clear call, values can overlap the other calls
Target sequence (P9WIQ1 whole entry, looked up): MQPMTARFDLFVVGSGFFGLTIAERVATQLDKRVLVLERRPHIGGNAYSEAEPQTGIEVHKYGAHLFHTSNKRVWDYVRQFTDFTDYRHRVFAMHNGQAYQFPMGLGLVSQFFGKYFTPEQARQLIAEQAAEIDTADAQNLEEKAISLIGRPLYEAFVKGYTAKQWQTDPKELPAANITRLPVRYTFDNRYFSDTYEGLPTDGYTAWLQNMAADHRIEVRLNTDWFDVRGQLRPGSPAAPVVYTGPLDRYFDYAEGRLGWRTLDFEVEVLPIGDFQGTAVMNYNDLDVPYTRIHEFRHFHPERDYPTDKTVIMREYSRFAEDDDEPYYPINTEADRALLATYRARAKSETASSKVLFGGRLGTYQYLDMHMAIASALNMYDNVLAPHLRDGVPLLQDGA
GDH-TPI inh: counter-screen for M. tuberculosis FBA inhibitors: GDH-TPI coupled enzymes. GDH-TPI coupled enzyme counterscreen, NADH absorbance. inhibition, % at 4.8 µM. 360,000 tested, 1.2% active. AID 588335; in the data active = inhibition above about 30%;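 also: 0% = DMSO wells and 100% = wells lacking the enzyme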
BioA inh: blocks M. tuberculosis BioA enzyme activity. purified M. tuberculosis BioA enzyme, plate reader. 360,000 tested, 0.096% active. inhibition, % at 9.99 µM; in the data active = inhibition above about 40%; inconclusive = no clear call, values can overlap the other calls
TcdB inh: inhibitors of Clostridioides difficile toxin B glycohydrolase. P18177. TcdB glycohydrolase enzymatic assay, plate reader. inhibition, % at 9.99 µM. 350,000 tested, 0.24% active. AID 652162; in the data active = inhibition above about 10%
Mtb FBA inh: inhibits M. tuberculosis FBA enzyme | inhibition, % at 1 µM | purified M. tuberculosis FBA, fluorescence read-out | P9WQA3 | 360,000 tested, 2.3% active | AID 588726; in the data active = inhibition above about 27%;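 also: 0% = vehicle and 100% = reference inhibitor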
Target sequence (P9WQA3 whole entry, looked up): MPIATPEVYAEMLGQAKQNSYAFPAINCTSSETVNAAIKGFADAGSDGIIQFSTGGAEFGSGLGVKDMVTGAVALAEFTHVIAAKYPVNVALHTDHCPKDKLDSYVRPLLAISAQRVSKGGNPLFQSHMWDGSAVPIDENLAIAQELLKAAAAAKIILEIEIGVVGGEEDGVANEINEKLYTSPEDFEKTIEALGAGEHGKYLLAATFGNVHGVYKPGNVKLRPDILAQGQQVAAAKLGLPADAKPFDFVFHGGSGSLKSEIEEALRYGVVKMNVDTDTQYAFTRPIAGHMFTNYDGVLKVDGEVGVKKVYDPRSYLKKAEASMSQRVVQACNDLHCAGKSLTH
Active calls of the source: *; i = inactive; ? = inconclusive; nt = not tested or not shown. An unsorted share of the library; overall some 4.6% were active at least once.

SMILES	Vc quorum ag	PfHsp40 yeast	FadD28 FP inh	Yp Topo-I inh	Mtb UGM inh	GDH-TPI inh	BioA inh	TcdB inh	Mtb FBA inh
O=c1cc(C(F)(F)F)nc(-n2[nH]c3c(c2=O)CCCC3)[nH]1	-0.4	-0.2	-1.3	1	1.2	12	nt	nt	1
COc1ccc(/C=C/C2=CCN(Cc3ccc(OC)cc3)CC2)cc1	i	0.1	-4.7	19	-0.4	-5	nt	-1.6	3
CCc1ccc2nc3nc(C)cc(C)c3c(N)c2c1	-5.0	0.8	-1.7	-12	-1.3	-2	-0.7	2.3	34*
O=C1CCCCCN1C(=O)c1ccccc1	nt	-1.5	-2.3	1	nt	-1	nt	-1.2	-2
Cc1ccnc(N2CCC(C(=O)Nc3ccc4c(c3)CCC4)CC2)n1	i	-0.7	-1.6	8	-3.6	5	-2.7	nt	4
CCCN1CCC[C@@H]2Cc3[nH]ncc3C[C@H]21	-3.0	-1.0	-3.2	9	-0.7	-4	-0.7	-8.2	-2
CCCn1nnnc1NC(=O)c1ccc(C)cc1Cl	3.7	-0.5	1.3	10	-0.9	10	0.6	1.4	1
O=C(O)CCCn1ccc2cc(S(=O)(=O)N3CCCC3)ccc21	-0.3	0.2	-3.3	5	1.3	6	0.2	1.0	2
O=C(COC(=O)c1cccnc1Cl)Nc1cccc(S(=O)(=O)N2CCOCC2)c1	3.2	-0.8	-1.1	1	-1.3	8	-1.1	1.0	-2
CC(Oc1ccc(Cl)cc1Cl)c1nc(-c2ccc(NC(=O)c3ccco3)cc2)no1 (stereo unspecified)	-0.3	0.1	?	-2	0.6	-2	-3.7	0.9	2
COc1ccc(C(=O)COC(=O)CNC(=O)c2cc(OC)cc(OC)c2)cc1	-0.1	-0.1	-5.1	-5	0.9	7	-1.0	0.9	4
O=P(c1ccccc1)(c1ccccc1)N(c1ccccc1)c1ccccc1	-0.3	-1.8	-0.4	4	-2.0	1	-0.1	nt	1
Cc1[nH]c2ccccc2c1C(c1ccncc1)N1CCN(c2ccccn2)CC1 (stereo unspecified)	i	-0.1	0.2	8	-1.8	4	-3.2	0.2	3
CN(C)CCNC(=O)C1CCN(S(=O)(=O)c2ccc3ccccc3c2)CC1	-0.4	0.6	-1.1	-18	0.1	1	-5.4	0.1	2
O=C(CCSc1nc(-c2ccco2)cc(C(F)(F)F)n1)NCCc1ccccc1	-12	4.2	0.0	29	0.6	17	-1.3	nt	-1
COc1ccc(C(=O)NCC(=O)NCC(c2ccco2)N(C)C)cc1OC (stereo unspecified)	-2.2	-1.3	-1.1	-3	0.6	10	nt	-0.5	-3
O=C(CSc1nnc(NC(=O)c2ccccc2F)s1)NCc1ccc(F)cc1	-0.4	0.4	-3.8	1	5.3	6	-1.4	0.7	-3
CC1(C(=O)N2CCN(c3ccc([N+](=O)[O-])cc3)CC2)CC1(Cl)Cl (stereo unspecified)	25	-1.1	-0.4	3	0.2	14	6.9	0.6	-6
CCCOc1ccc(-c2c(C(=O)N/N=C/c3ccc(C)cc3)nnn2-c2nonc2N)cc1	i	nt	-6.9	-4	-1.0	-1	0.0	0.1	-6
Cc1ccc(CNC(=O)c2c(-c3ccccc3Cl)noc2C)cc1	-0.6	0.1	0.3	-8	0.9	4	-1.7	0.2	0
Cc1ccccc1N/N=C/c1ccc(C#N)cc1	60*	1.0	-4.8	-14	0.2	3	nt	-6.3	0
Cn1c(=O)c2sccc2n2c(CCCC(=O)NCCc3ccccc3)nnc12	-0.3	-0.4	-1.3	-1	-3.6	-2	2.8	0.7	1
CCC(=NCC1CCCO1)c1c(O)n(-c2ccccc2C)c(=O)[nH]c1=O (stereo unspecified)	i	0.7	1.1	-1	0.2	-12	-2.2	1.1	1
Cc1cc(C(C)(C)C)n2nc(C)c(-c3ccccc3)c2n1	i	25	-1.1	-5	1.3	16	-0.6	-1.3	-1
CCOc1ccc(N(CC(=O)N2CCCC2)S(=O)(=O)c2ccc(Cl)cc2)cc1	0.6	0.0	-6.5	20	-1.9	-12	1.7	0.2	0

Additional compounds:
SMILES	Vc quorum ag	PfHsp40 yeast	FadD28 FP inh	Yp Topo-I inh	Mtb UGM inh	GDH-TPI inh	BioA inh	TcdB inh	Mtb FBA inh
CN(C)C(=O)CSc1nnc([C@H](Cc2ccccc2)NC(=O)OC(C)(C)C)o1	-0.6	0.1	-1.0	4	-0.1	2	0.3	2.0	1
CN(CCCC(=O)NCc1ccccc1)S(=O)(=O)c1ccc([N+](=O)[O-])cc1	-0.4	-1.4	-1.7	2	0.3	-2	2.6	0.8	2
C/C(=N\NC(=O)C(C)Sc1ccccc1)C(C)(C)C (stereo unspecified)	-0.5	0.9	0.5	9	3.9	0	0.9	nt	-1
COc1ccc(-c2[nH]ncc2/C=C(\C#N)C(=O)NC2CC2)cc1	nt	1.1	0.7	15	0.6	14	0.6	nt	6
CC(C)(C)c1cc(N)n2nc(C(C)(C)C)cc2n1	-0.4	-1.7	0.4	20	-2.7	1	nt	1.4	7
CN(C)C(=O)c1ccc(-n2cnc3ccccc3c2=O)cc1	-0.6	-0.5	-0.4	6	-2.0	-2	-0.2	1.7	-1
Cc1cccc(N2CCN(C(=O)c3ccccn3)CC2C)c1 (stereo unspecified)	-0.1	-0.5	-3.9	9	-0.7	-2	nt	nt	-2
CC(C)COc1ccc(/C(=N/O)c2ccccc2)cc1	1.7	3.7	1.0	4	2.5	15	-1.2	nt	1
O=C(Nc1ccccc1C(=O)O)c1cc(S(=O)(=O)Nc2ccccc2)ccc1Cl	-0.6	1.2	-18	-3	0.6	-5	-1.4	-0.6	1
O=C(CSCc1cccc(F)c1)NCc1ccccc1	-0.5	-2.8	-4.3	0	-2.4	2	nt	1.2	-1
COC(=O)Nc1ccc(OC)c(OC)c1	-1.5	-1.2	-0.1	3	-1.4	-3	-0.4	nt	0
Cc1ccc(S(=O)(=O)NCC2CCC(C(=O)NCc3cccnc3)CC2)cc1 (stereo unspecified)	-1.4	-0.6	-8.6	-9	-1.4	-9	nt	-0.4	3
Cc1ccc(/C=C/S(=O)(=O)NCc2ccc(F)cc2)cc1	-0.3	3.5	0.5	10	-0.7	1	nt	0.7	14
Cc1ccc(S(=O)(=O)NNC(=O)c2cnn(-c3ccccc3)c2C(F)(F)F)cc1	-0.5	-1.0	-1.2	6	0.8	6	nt	-1.1	0
CCCc1ccc(-c2cc(C(=O)N/N=C/c3ccc([N+](=O)[O-])o3)c3ccccc3n2)cc1	3.7	-0.1	-5.5	-11	-1.8	11	-3.2	nt	0
CC(=O)c1ccc(NC(=O)Oc2ccccc2)cc1	i	-2.2	-3.0	0	1.8	9	1.4	nt	2
O=C(CC(c1ccc(F)cc1)c1ccco1)Nc1nccs1 (stereo unspecified)	0.4	-0.5	-1.7	1	-0.1	1	-0.5	0.4	1
Cc1nc2ccc(Cl)cc2n1C	-2.9	nt	-0.3	1	nt	2	nt	-1.8	0
O=C1N=c2ccccc2=C1c1sc(Nc2cccc(O)c2)nc1O	i	11	-1.1	-49	1.0	21	-0.9	0.6	-8
CC(C)Oc1ccc(C(=O)NC2CCSc3ccccc32)cc1 (stereo unspecified)	-0.4	0.3	-4.7	21	-3.3	8	-1.2	1.8	0
Cc1nc(-c2cccc(NS(C)(=O)=O)c2)cs1	-0.2	2.9	-1.8	-6	-1.0	4	-0.9	0.9	-2
CN(C)CCCn1c2c(c(SCC(=O)Nc3ccc4c(c3)OCCO4)nc1=O)CCCC2	-0.4	nt	-1.4	-3	nt	2	1.6	-0.4	-1
CCn1c(=O)c(C(=O)CN(C)CC(=O)Nc2ccccc2Br)c(N)n(Cc2ccccc2)c1=O	i	-0.1	-3.8	-2	nt	1	0.2	1.8	0
O=C(COC(=O)c1ccccc1)Nc1cccc(S(=O)(=O)N2CCOCC2)c1	-0.4	0.0	-0.3	6	-1.6	1	-0.2	0.9	-2
Nc1c(NCc2ccccc2)c2ccccc2oc1=O	-1.0	-0.2	-3.3	5	0.6	9	3.9	nt	4

Compound profiles, as listed above.
Shown for O=C(CC(c1ccc(F)cc1)c1ccco1)Nc1nccs1 (stereo unspecified) → Vc quorum ag: 0.4; PfHsp40 yeast: -0.5; FadD28 FP inh: -1.7; Yp Topo-I inh: 1; Mtb UGM inh: -0.1; GDH-TPI inh: 1; BioA inh: -0.5; TcdB inh: 0.4; Mtb FBA inh: 1
Shown for C/C(=N\NC(=O)C(C)Sc1ccccc1)C(C)(C)C (stereo unspecified) → Vc quorum ag: -0.5; PfHsp40 yeast: 0.9; FadD28 FP inh: 0.5; Yp Topo-I inh: 9; Mtb UGM inh: 3.9; GDH-TPI inh: 0; BioA inh: 0.9; TcdB inh: nt; Mtb FBA inh: -1

Later entries.
SMILES	Vc quorum ag	PfHsp40 yeast	FadD28 FP inh	Yp Topo-I inh	Mtb UGM inh	GDH-TPI inh	BioA inh	TcdB inh	Mtb FBA inh
CC(=O)c1cc(C#N)c(Oc2ccc(F)cc2)nc1C	i	4.9	-1.5	-5	1.3	8	-0.4	nt	2
COc1cc2c(cc1OC)C(COc1cc(C)cc(C)c1)N(C(C)=O)CC2 (stereo unspecified)	22	0.1	-0.6	22	-1.1	8	2.5	0.4	2
Cc1ccc(CS(=O)(=O)Cc2ccc(C(=O)NC3CCCCCC3)o2)cc1	-6.7	-1.0	-2.5	3	1.2	2	-0.6	1.2	1
O=[N+]([O-])c1cnc(N2CCCCC2)c([N+](=O)[O-])c1	-0.2	-0.9	1.6	-1	-0.9	23	nt	nt	-4
Nn1c(=O)c2ccccc2n2c(SCc3ccc(C(F)(F)F)cc3)nnc12	i	-0.6	-5.0	7	-3.8	-3	nt	nt	0
Nc1nc(COC(=O)CCC(=O)c2ccc(Cl)cc2)nc(Nc2ccccc2)n1	i	0.2	-0.9	4	3.0	2	-1.2	-1.3	2
CCc1cccc(NC(=O)Cn2cccc2)c1	2.5	-0.8	-1.5	-9	-0.8	-2	nt	nt	-2
O=c1cccccc1NCc1ccccc1	-0.4	-1.0	1.5	10	0.1	11	3.1	-0.1	1
Cc1cc(S(=O)(=O)NCCc2ccccc2)c(C)s1	-0.1	0.2	-1.8	7	0.6	-5	-0.7	nt	3
COc1cc(C)c(S(=O)(=O)N2CCN=C2c2ccccc2)cc1C	i	0.9	-1.5	-9	0.0	2	nt	nt	2
COc1cc(C(=O)NCCOc2cccc3cccnc23)cc(OC)c1OC	-0.2	0.4	2.6	3	1.8	0	nt	3.0	-1
Cc1ccc(-c2cnc(C(O)c3ccc(Cl)c(F)c3)[nH]2)cc1 (stereo unspecified)	0.3	nt	-0.5	-4	nt	0	0.4	nt	0
O=C(/C=C/c1ccc(S(=O)(=O)NCc2ccco2)cc1)NCc1ccccc1Cl	-0.3	1.3	-7.2	20	-2.0	-1	nt	0.3	-1
COc1ccccc1C(=O)NCCC(=O)N1CC(C)OC(C)C1 (stereo unspecified)	0.3	0.7	-2.0	1	nt	1	-0.8	1.0	1
Cc1cc(NS(=O)(=O)Cc2ccccc2)no1	i	-1.5	-0.7	7	1.4	8	0.1	nt	4
Cc1cccc(-n2ncc(C#N)c2-n2cccc2)c1	-2.6	-2.1	-4.3	6	1.6	-5	-0.3	nt	1

Single entries from the list.
CCc1cccc(NC(=O)Cn2cccc2)c1 in Vc quorum ag shows 2.5
CC(=O)c1cc(C#N)c(Oc2ccc(F)cc2)nc1C in Yp Topo-I inh shows -5
Cc1cc(NS(=O)(=O)Cc2ccccc2)no1 in FadD28 FP inh shows -0.7
Nn1c(=O)c2ccccc2n2c(SCc3ccc(C(F)(F)F)cc3)nnc12 in PfHsp40 yeast shows -0.6
Cc1ccc(CS(=O)(=O)Cc2ccc(C(=O)NC3CCCCCC3)o2)cc1 in PfHsp40 yeast shows -1.0
COc1ccccc1C(=O)NCCC(=O)N1CC(C)OC(C)C1 (stereo unspecified) in GDH-TPI inh shows 1

Bioassay records as filed in PubChem BioAssay.
